High-throughput results as filed in PubChem.
SUMO1 PPI mod = modulators of SUMO1 protein-protein interactions, primary screen, biochemical, uHTS; Small ubiquitin-related modifier 1 (Homo sapiens), P63165; SUMO1 binding to a labelled peptide, TR-FRET, 1 h; inhibition, % at 20 µM; 360,000 compounds, 0.33% hits; in the data active = inhibition above about 37%
Target sequence (P63165 whole entry, looked up): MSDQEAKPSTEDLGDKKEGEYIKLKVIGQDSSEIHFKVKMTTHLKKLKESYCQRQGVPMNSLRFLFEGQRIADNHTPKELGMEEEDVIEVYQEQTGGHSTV
DNMT1 block = human DNMT1 methyltransferase inhibitors, primary screen, biochemical, molecular beacon, fluorescence, HinP1I cleavage, uHTS | inhibition (reported as % activation of signal), % at 10 µM | 360,000 compounds, 0.83% hits | AID 588458, 2011; in the data active = inhibition above about 50%
CSN inh = inhibitors of CSN-mediated cullin deneddylation, primary screen, biochemical, fluorescence polarization, uHTS. 360,000 compounds, 0.38% hits. Purified CSN, SCF-Nedd8-OG deneddylation. AID 651999, 2013. inhibition, % at 12.5 µM;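 active = pattern-corrected inhibition above about 35%, with an unprinted fluorescence ratio check between 0.5 and 1.5, limit read from the data, passing the limit was not always enough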;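 note: 0% = enzyme with substrate and 100% = substrate without enzyme; some results filed as inactive read as strong as hits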
Target sequence (Q92905 whole entry, looked up, one chain of several): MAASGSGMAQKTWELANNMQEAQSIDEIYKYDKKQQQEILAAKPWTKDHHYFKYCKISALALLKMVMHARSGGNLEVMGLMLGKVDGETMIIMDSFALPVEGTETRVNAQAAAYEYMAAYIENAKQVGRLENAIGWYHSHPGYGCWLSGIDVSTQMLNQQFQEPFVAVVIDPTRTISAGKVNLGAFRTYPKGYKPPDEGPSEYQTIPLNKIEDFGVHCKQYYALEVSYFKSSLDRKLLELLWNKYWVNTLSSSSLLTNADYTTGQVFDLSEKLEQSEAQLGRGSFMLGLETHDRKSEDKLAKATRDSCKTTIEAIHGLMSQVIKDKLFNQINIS
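Material: purified human Csn5 enzyme expressed in HEK293T cells / Medium: Tris buffer pH 7.5, NaCl, DTT, Tween-20, trehalose, ovalbumin / Compound dosing: 12.5 µM single point / Schedule: 90 min incubation of compound, enzyme and substrate at room temperature / Signal: fluorescence polarization of the substrate / Control set: no-enzyme wells high, enzyme-with-substrate wells low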
Tb MetRS inh = T. brucei MetRS inhibitors, primary screen, biochemical, luminescence; inhibition, % at 11.9 µM; methionyl-tRNA synthetase (Trypanosoma brucei brucei); 360,000 compounds, 0.4% hits; purified T. brucei MetRS, ATP depletion, Kinase-Glo luminescence;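 active = inhibition above a per-plate cutoff of the control wells' mean inhibition plus 3 SD, cut at about 5.5% in these data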;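 note: 0% = DMSO wells median and 100% = median of wells with control inhibitor compound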
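Material: parasite MetRS enzyme / Replication: singlicate, one well per compound / Signal: luminescence of leftover ATP / Schedule: 2 h aminoacylation at 25 °C after 15 min preincubation / Medium: HEPES-MgCl2-KCl buffer plus DTT, spermine, BSA, pyrophosphatase / Doses: 11.9 µM single point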
MsrA inhibitor = bovine MsrA enzyme inhibitors, primary screen, biochemical, absorbance, HTS | purified bovine MsrA, absorbance read-out | Methionine sulfoxide reductase A (Bos taurus) | 360,000 compounds, 0.75% hits | inhibition, % at 15.5 µM | AID 651718, 2012; in the data active = inhibition above about 4.5%;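 note: 0% = vehicle wells with enzyme and 100% = reference inhibitor wells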
LMPTP block = LMPTP phosphatase inhibitors, primary screen, biochemical, fluorescence intensity, uHTS. Low molecular weight phosphotyrosine protein phosphatase (Homo sapiens), P24666. recombinant LMPTP-A, OMFP fluorogenic substrate. inhibition, % at 20 µM. 360,000 compounds, 0.22% hits. AID 651560, 2012;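 active = compounds that cut the enzyme signal by at least half of the control window in the single-dose screen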;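 note: plate controls were DMSO wells with enzyme plus substrate for no effect and substrate without enzyme for full effect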
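Assay system: LMPTP-A, protein tyrosine phosphatase of low molecular weight / Medium: pH 6.0 Bis-Tris buffer with DTT and Triton X-100 / Schedule: 50 min enzyme reaction at room temperature, protected from light / Measured by: endpoint fluorescence intensity from OMFP dephosphorylation / Read-out basis: % inhibition relative to no-enzyme and uninhibited control wells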
Rpn11 inh = Rpn11 (PSMD14) deubiquitinase inhibitors, primary screen, biochemical, fluorescence polarization, uHTS | 26S proteasome non-ATPase regulatory subunit 14 (Homo sapiens), O00487 | calls only at 20 µM | human 26S proteasome, Ub4-pepOG fluorescence polarization; 20S core pre-blocked with epoxomicin | AID 588493, 2011 | 360,000 compounds, 0.59% hits;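 active = inhibition at 20 µM, scaled to each plate's controls, above about 33%, limit read from the data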
Target sequence (O00487 whole entry, looked up): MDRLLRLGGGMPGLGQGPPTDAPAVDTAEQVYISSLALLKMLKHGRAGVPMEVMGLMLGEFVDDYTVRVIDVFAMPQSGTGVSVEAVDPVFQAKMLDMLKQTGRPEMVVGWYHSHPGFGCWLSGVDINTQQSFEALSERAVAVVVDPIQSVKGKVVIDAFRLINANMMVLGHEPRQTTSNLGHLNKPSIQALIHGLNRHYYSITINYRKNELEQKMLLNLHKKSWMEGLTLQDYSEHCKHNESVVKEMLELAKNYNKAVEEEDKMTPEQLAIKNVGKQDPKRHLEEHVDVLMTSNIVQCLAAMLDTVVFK
NadD block = inhibitors of S. aureus NadD, primary screen, biochemical, colorimetric, uHTS; Nicotinate-nucleotide adenylyltransferase NadD (Staphylococcus aureus N315); purified NadD enzyme, colorimetric absorbance read-out; inhibition, % at 20 µM; 360,000 compounds, 0.78% hits; AID 602399, 2012; in the data active = inhibition above about 26%; note: some compounds past the cut are filed as inactive
STEP inh = STEP phosphatase inhibitors, primary screen, biochemical, fluorescence intensity, uHTS; recombinant STEP, OMFP fluorogenic substrate; inhibition, % at 20 µM; 360,000 compounds, 0.25% hits;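 active = inhibition at 20 µM, scaled per plate between control wells, above about 37%, limit read from the data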;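 note: 0% = DMSO with enzyme and substrate and 100% = substrate only without enzyme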
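Material: STEP (striatal-enriched tyrosine phosphatase) enzyme, cell-free | Medium: 50 mM Bis-Tris pH 6.0 with 2.5 mM DTT and 0.005% Tween 20 | Read-out: Percent inhibition scaled to no-enzyme and uninhibited-enzyme controls, plate-pattern corrected | Signal: Fluorescence read at 480 nm ex / 540 nm em | Times: 20 min reaction, room temperature, in the dark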
Scp1 inh = Scp-1 phosphatase inhibitors, primary screen, biochemical, colorimetric, uHTS. Carboxy-terminal domain RNA polymerase II polypeptide A small phosphatase 1 (Homo …. Recombinant Scp1, phosphopeptide, malachite green phosphate absorbance. inhibition, % at 20 µM. 340,000 compounds, 0.88% hits. AID 493091, 2011;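 active = inhibition above about 50% at 20 µM, limit read from the data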;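 note: plate controls were DMSO wells with enzyme for no effect and wells lacking enzyme for full effect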
Target sequence (Q9GZU7 76-261 limits assumed): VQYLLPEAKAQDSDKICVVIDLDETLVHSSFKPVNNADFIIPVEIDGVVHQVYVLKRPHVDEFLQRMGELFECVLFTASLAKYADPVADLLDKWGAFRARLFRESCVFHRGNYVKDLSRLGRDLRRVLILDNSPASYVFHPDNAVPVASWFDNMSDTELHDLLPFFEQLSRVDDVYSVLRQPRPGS
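Material – SCP-1 phosphatase catalytic domain, residues 76-261 · Buffer or medium – Acidic Tris acetate buffer with magnesium and detergent · Also added – Phospho 17-mer peptide substrate · Compound – single 20 µM dose, 1% DMSO · Times – 45 min room-temperature reaction, 5 min colour, 30 min stabiliser · Technique – Phosphate-binding colour reagent, absorbance read at 630 nm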
An asterisk follows results filed as active; i = inactive; nt = not tested or not shown; & = joins results of further samples.

No.	CSN inh	Scp1 inh	NadD block	DNMT1 block	MsrA inhibitor	STEP inh	SUMO1 PPI mod	LMPTP block	Rpn11 inh	Tb MetRS inh	Structure
1	2	-3	3	-2	0.5	-2	-1	-1.4	i	0.7	Cc1ccc(S(=O)(=O)NC(=NC(Cc2ccccc2)C(=O)O)c2ccccc2)cc1 (configuration not stated)
2	48	91*	22	118*	nt	94*	92*	70*	i	0.7	O=c1[nH][nH]c2c(N=Cc3ccccc3O)ccc(F)c12
3	1	-13	0	0	2.0	0	0	-0.6	i	-0.2	O=C(CSCc1c(Cl)cccc1Cl)Nc1nccs1
4	-4	-8	3	-6	-0.3	-1	1	-1.0	i	-0.4	C[C@H](CO)N1C[C@H](C)[C@@H](CN(C)S(=O)(=O)c2cccs2)Oc2ccc(NS(=O)(=O)c3ccc(F)cc3)cc2C1=O
5	8	-5	-4	0	-1.5	-1	0	-1.0	i	1.0	CCCC(=O)Nc1ccc(-c2cnc(-c3ccc(NC(=O)CCC)cc3)nc2)cc1
6	2	-5	-4	-2	-0.1	-4	2	-2.0	i	-0.6	CSCC(=O)NCC1(N(C)Cc2ccccc2)Cc2ccccc2C1
7	3	6	0	-1	0.6	4	-2	-0.2	i	0.3	O=C(/C=C/c1ccccc1Cl)c1cccnc1
8	2	3	4	-1	0.6	4	1	-1.0	i	-0.1	Cc1cc(=O)n2nc(N3CCCC3C(=O)NCCCN3CCCCC3)sc2n1 (configuration not stated)
9	0	1	-1	0	-0.2	-2	-5	-1.2	i	0.0	Cc1cc(C)c(C(=O)N(C)C2CCCN(Cc3ccccc3F)C2)o1 (configuration not stated)
10	2	1	5	2	2.4	4	-17	0.9	i	-0.3	CCN1CCN(C(=O)c2cc3cc4cc(OC)ccc4nc3s2)CC1
11	4	-5	-1	1	-0.1	0	7	-0.7	i	-0.3	CCOc1ccc(NC(=O)CCNS(=O)(=O)c2ccc3c(c2)oc(=O)n3C)cc1
12	-4	13	4	1	-0.1	0	3	-0.9	i	-1.2	CC(C)Cc1nnc(NC(=O)CSc2nc(=O)cc(N)n2-c2ccccc2)s1
13	4	-6	2	-1	0.3	-4	0	-0.3	i	-0.3	CCN(C(=O)CSc1nc2ccc(OC)cc2[nH]1)C1CCS(=O)(=O)C1 (configuration not stated)
14	5	4	7	0	-0.1	-2	-2	-1.1	i	-0.6	COc1ccc(N2CC(C(=O)NCCC3=CCCCC3)CC2=O)cc1 (configuration not stated)
15	-5	-14	-4	-9	0.2	-5	2	0.9	i	-1.5	CCOC(=O)C1CCCc2c1[nH]c1c(C(N)=O)cccc21 (configuration not stated)
16	-5	0	-2	5	-0.9	0	-2	-0.8	i	0.2	CCOc1ccc(Cn2nnc(C(=O)Nc3ccc(OC)cc3OC)c2N)cc1
17	1	-1	-2	2	-0.8	2	-2	-2.3	i	0.1	O=C(Cn1cnc2c(nnn2-c2ccccc2)c1=O)N1CCOCC1
18	-1	-6	9	4	1.7	1	-1	0.5	i	-0.3	CCC(=O)N1CCC2(CC1)Oc1ccc(Cl)cc1C(=O)C21CC(c2cccnc2)=NO1 (configuration not stated)
19	3	-4	9	-4	-0.2	0	-5	1.1	i	-0.1	CCOc1ccc2oc(C(=O)NNC(=O)c3csc(N4CCOCC4)n3)c(C)c2c1
20	-4	2	-1	1	-1.0	-2	3	-0.8	i	-0.4	Cc1cnc(C(=O)OC(C)C(=O)Nc2ccccc2-c2ccccc2)cn1 (configuration not stated)
21	0	-4	2	0	-0.1	1	-1	-1.3	i	-0.9	COc1ccc(Cl)cc1NC(=O)c1[nH]nc(OC)c1[N+](=O)[O-]
22	3	-2	7	-15	1.7	0	-2	0.5	i	-0.3	Cc1cccc(-n2c(C)cc(/C=N/NC(N)=S)c2C)c1
23	-2	-3	-5	-9	-0.4	5	-2	-0.5	i	-0.7	O=C(NCCS(=O)(=O)N1CCN(c2ccc(F)cc2)CC1)c1ccc2c(c1)OCO2
24	1	3	-2	3	-0.6	16	0	-1.3	i	-0.9	CN(c1ccc(C(=O)NC2CC3CCC2C3)cc1)S(C)(=O)=O (configuration not stated)
25	-1	-4	4	-9	-0.4	-1	-35	-9.8	i	-0.2	O=C(NCc1cccnc1)c1cccc(S(=O)(=O)NCc2ccccc2)c1
26	0	6	-1	-4	0.6	4	9	-0.5	i	-0.5	CCCn1c(N)c(C(=O)CSc2nnc(N)s2)c(=O)[nH]c1=O
27	1	-1	4	-1	0.6	0	1	-4.7	i	-0.8	O=S(=O)(c1ccccc1)c1nc(-c2ccco2)oc1NCCCN1CCOCC1
28	1	-7	3	-6	-0.4	0	-24	2.9	i	0.0	Cc1ccc(-c2cc(C(F)F)n3ncc(C(=O)N4CCN(c5ccccn5)CC4)c3n2)cc1
29	2	-3	6	-3	1.1	-5	-1	-1.3	i	-0.8	COc1ccc(S(=O)(=O)NC(CC(=O)NCC2CCCO2)c2ccco2)cc1 (configuration not stated)
30	3	-3	3	0	0.0	2	-3	-1.8	i	-0.6	CCS(=O)(=O)Nc1ccc(C2=NN(C(C)=O)C(c3cccs3)C2)cc1 (configuration not stated)

10 structures already listed, sorted by number of heavy atoms, highest first.
No.	CSN inh	Scp1 inh	NadD block	DNMT1 block	MsrA inhibitor	STEP inh	SUMO1 PPI mod	LMPTP block	Rpn11 inh	Tb MetRS inh	Structure
18	-1	-6	9	4	1.7	1	-1	0.5	i	-0.3	CCC(=O)N1CCC2(CC1)Oc1ccc(Cl)cc1C(=O)C21CC(c2cccnc2)=NO1 (configuration not stated)
23	-2	-3	-5	-9	-0.4	5	-2	-0.5	i	-0.7	O=C(NCCS(=O)(=O)N1CCN(c2ccc(F)cc2)CC1)c1ccc2c(c1)OCO2
11	4	-5	-1	1	-0.1	0	7	-0.7	i	-0.3	CCOc1ccc(NC(=O)CCNS(=O)(=O)c2ccc3c(c2)oc(=O)n3C)cc1
29	2	-3	6	-3	1.1	-5	-1	-1.3	i	-0.8	COc1ccc(S(=O)(=O)NC(CC(=O)NCC2CCCO2)c2ccco2)cc1 (configuration not stated)
20	-4	2	-1	1	-1.0	-2	3	-0.8	i	-0.4	Cc1cnc(C(=O)OC(C)C(=O)Nc2ccccc2-c2ccccc2)cn1 (configuration not stated)
9	0	1	-1	0	-0.2	-2	-5	-1.2	i	0.0	Cc1cc(C)c(C(=O)N(C)C2CCCN(Cc3ccccc3F)C2)o1 (configuration not stated)
26	0	6	-1	-4	0.6	4	9	-0.5	i	-0.5	CCCn1c(N)c(C(=O)CSc2nnc(N)s2)c(=O)[nH]c1=O
15	-5	-14	-4	-9	0.2	-5	2	0.9	i	-1.5	CCOC(=O)C1CCCc2c1[nH]c1c(C(N)=O)cccc21 (configuration not stated)
2	48	91*	22	118*	nt	94*	92*	70*	i	0.7	O=c1[nH][nH]c2c(N=Cc3ccccc3O)ccc(F)c12
7	3	6	0	-1	0.6	4	-2	-0.2	i	0.3	O=C(/C=C/c1ccccc1Cl)c1cccnc1

Next part:
No.	CSN inh	Scp1 inh	NadD block	DNMT1 block	MsrA inhibitor	STEP inh	SUMO1 PPI mod	LMPTP block	Rpn11 inh	Tb MetRS inh	Structure
31	-1	-1	23	21	0.7	1	-2	-0.7	i	0.1	Cc1ccc(NC(=O)NNC(=O)c2cc3ccccc3cc2O)cc1C
32	-1	-7	-2	1	0.1	-1	1	-0.7	i	-0.4	O=C(CNCc1ccccc1Cl)Nc1ccc(C(=O)N2CCCCC2)cc1
33	5	-11	2	1	-0.3	2	0	1.6	i	-0.8	COC(=O)C1=C(CSCc2ccco2)NC(=O)NC1c1cc(C)ccc1C (configuration not stated)
34	-3	12	9	-4	0.5	-3	-1	-0.3	i	-0.7	O=C1NC2CCc3nc4ccccc4c(=O)n3C2=Nc2ccccc21 (configuration not stated)
35	-5	-2	-2	-2	1.6	0	-9	1.0	i	-0.2	Cc1cc(SCC(=O)N/N=C/c2ccco2)nc2ccccc12
36	0	-4	-2	0	0.2	4	-1	-0.3	i	-0.6	Cc1ccc(C2CC(c3ccco3)n3ncnc3N2)cc1 (configuration not stated)
37	-1	-10	1	2	0.6	-1	-1	-0.2	i	-0.8	CCC(=O)Nc1nc2ccccc2n1Cc1ccccc1C
38	0	-1	-6	-1	0.2	2	2	1.8	i	-0.3	O=C(COC(=O)Cc1ccc(Cl)c(Cl)c1)NCc1ccco1
39	-2	3	5	-8	2.1	-2	-16	0.1	i	-0.3	CCN(CCO)c1ccc(-n2c(N)c(C(=O)OC)c3nc4ccccc4nc32)cc1
40	4	-7	-7	6	2.3	0	-9	2.8	i	-1.2	O=C(N/N=C/c1ccc(OC(=O)c2ccco2)cc1)c1ccc[n+]([O-])c1
41	-1&-9	-1&-6	0&2	19&0	-0.8&0.1	-2&-4	16&0	0.2&0.3	i	-0.4&0.1	CS/C(=N\S(=O)(=O)c1cccs1)Nc1ccc(Br)cc1F
42	-4	nt	-1	11	-2.4	-2	-4	-1.9	i	-0.4	CC(C)C(N)c1csc(NC(=O)Nc2ccccc2C(C)(C)C)n1 (configuration not stated)
43	10	-8	-1	2	0.2	2	0	-3.0	i	-1.7	CN(C)S(=O)(=O)c1ccc(S(=O)(=O)NCCN2CCOCC2)cc1
44	3	-1	-3	0	-0.8	0	-1	0.1	i	-0.5	O=C(NCCc1ccccc1)c1cc(S(=O)(=O)N2CCOCC2)ccc1F
45	-3	-2	-5	-1	0.4	0	0	-0.6	i	-0.1	Cc1cc(C)cc(C(=O)n2cnnc2N)c1
